MCF10A rerep = DNA re-replication induction in MCF 10a cells | MCF 10A DNA re-replication, Hoechst nuclear intensity, 48 h | Potency, µM (highest dose often 46.1 µM), without a hit: at the highest dose activity, positive = re-replication, usual class: activators | 350,000 compounds, 2.9% hits; note: potency is the fitted concentration of half-maximal effect; % of control where 0% means no effect; nearly all actives have a fitted effect of over 50% in size
DRD3 agonist = agonists of human D3 dopamine receptor; P35462; D3R DiscoveRx beta-arrestin cells, luminescence, 90 min; max activation, %; 410,000 compounds, 0.58% hits; AID 652048; in the data active = max activation above about 30%; note: 0% is about no effect; mostly tested at two doses, the higher about 12 µM
Target sequence (P35462 whole entry, looked up): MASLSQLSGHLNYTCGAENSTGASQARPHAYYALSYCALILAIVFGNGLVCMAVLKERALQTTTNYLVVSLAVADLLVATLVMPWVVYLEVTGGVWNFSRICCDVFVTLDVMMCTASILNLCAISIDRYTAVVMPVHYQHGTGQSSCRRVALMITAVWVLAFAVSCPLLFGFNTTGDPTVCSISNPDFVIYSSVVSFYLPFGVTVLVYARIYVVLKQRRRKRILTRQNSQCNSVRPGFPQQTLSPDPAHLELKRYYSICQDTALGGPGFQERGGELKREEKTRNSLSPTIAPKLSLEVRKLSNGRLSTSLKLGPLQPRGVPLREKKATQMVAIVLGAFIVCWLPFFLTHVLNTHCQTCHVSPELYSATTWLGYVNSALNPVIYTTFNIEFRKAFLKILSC
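Agonist mode: compounds and dopamine controls were applied to plated cells for 90 min at 37 degrees C after an overnight attachment at 1500 cells/well. Luminescent read-out followed 30 - 60 minutes at room temperature with DiscoveRx detection reagent.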
IL-1B inflam inh = blocks inflammasome-driven IL-1 beta release. THP-1 LPS/ATP IL-1B secretion, AlphaLISA, 16 h; stronger effect = lower value. activity change, % at 57.5 µM. 360,000 compounds, 4.7% hits; in the data active = activity change below about -50%; inconclusive = mostly about -30% to -49%; note: % is set by controls: 0 for no effect and ±100 for the full control effect
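THP-1 cells pretreated 1 hr with compounds (up to 57.5 uM final), then stimulated with LPS (250 ng/mL final) plus ATP (1.25 mM final); secreted IL-1B measured by AlphaLISA after 16 hr, decreased signal indicating inhibition.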
HT1080-NT tox = kills 2HG-producing HT-1080-NT fibrosarcoma cells. HT-1080-NT fibrosarcoma viability, CellTiter-Glo ATP luminescence, 48 h. Potency, µM (titrated, usually from 46.1 µM), without a hit: at the top dose activity, negative = less viability, usual class: cytotoxic. 360,000 compounds, 1.6% hits. AID 686970;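 note: NT is the 2HG producing partner of a matched IDH1 knockdown line; potency is the fitted concentration of half-maximal effect; 0% = DMSO-treated cells and -100% = media-only wells without cells; nearly all actives have a fitted effect of over 55% in size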
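HT-1080-NT; 750 cells/well; 5% FBS RPMI; 48 h compound, 37 degrees C; CellTiter-Glo luminescence; curve fitting and curve-class assignment.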
HT1080 IDH1KD tx = kills HT-1080 cells with IDH1 knockdown. HT-1080 IDH1 knockdown viability, ATP luminescence, 48 h. Potency, µM (series often up to 46.1 µM), without a hit: at the highest dose activity, negative = toxicity, actives largely listed as cytotoxic. 360,000 compounds, 2% hits;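 note: potency is the fitted concentration of half-maximal effect; 0% = DMSO wells and -100% = cell-free medium wells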
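% activity derives from luminescence (CellTiter-Glo), normalised to DMSO and no-cell wells. HT-1080-IDH1KD cells, 750/well, had 48 h compound exposure at 37 °C.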
KB-V1 MDR tox = kills drug-selected multidrug resistant KB-V1 cells | KB-V1 MDR cells viability, CellTiter-Glo, 72 h | 400,000 compounds, 3.4% hits | Potency, µM (highest dose often 46.1 µM), for inactives: top-dose activity change, negative = cytotoxicity, actives largely listed as cytotoxic; note: potency is the fitted concentration of half-maximal effect; % is set by controls: 0 for no effect and ±100 for the full control effect; nearly all actives have a fitted effect of over 60% in size
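Luminescent ATP read-out (CellTiter-Glo, 10 min) measures survival of drug-selected KB-V1 MDR cells after 72 h, 37 degrees C compound exposure. Medium: phenol-red-free DMEM, 10% FBS. Values from fitted concentration-response curves.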
KB-3-1 tox = kills parental KB-3-1 adenocarcinoma cells; KB-3-1 viability, CellTiter-Glo ATP luminescence, 72 h; Potency, µM (series often up to 46.1 µM), for inactives: at the highest dose activity change, negative = cytotoxic, usual class: cytotoxic; 400,000 compounds, 1.4% hits; AID 1347075; note: potency is the fitted concentration of half-maximal effect; % is set by controls: 0 for no effect and ±100 for the full control effect; nearly all actives have a fitted effect of over 60% in size
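Multi-concentration cytotoxicity screen in KB-3-1 cells grown in DMEM lacking phenol red with 10% FBS. After 72 h at 37 °C with compound, ATP-dependent luminescence was recorded.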
GLP1R cytotox = cytotoxic in the GLP-1 receptor inverse agonist counter-screen | HEK293 cAMP-luciferase reporter cells, luminescence, 24 h | Potency, µM (series often up to 38.3 µM), inactives show at the highest dose activity change, negative = inhibition, hits mostly inhibitors | 410,000 compounds, 0.13% hits;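 note: loss of luciferase light is scored as toxicity; potency is the fitted concentration of half-maximal effect; % is set by controls: 0 for no effect and ±100 for the full control effect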
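Luminescence readout: signal drop marks cytotoxicity. Plated cells grew 12 h at 37 °C, 5% CO2, received 23 nL compound for 24 h, then got luciferase reagent, read after 12 min at RT.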
SW480 rerep = induces DNA re-replication in SW480 colon adenocarcinoma cells | 340,000 compounds, 1.8% hits | SW480 DNA re-replication, Hoechst DNA content imaging, 48 h | AID 624297 | Potency, µM (highest dose often 46.1 µM), for inactives: at the highest dose re-replication activation, actives largely listed as activators; note: potency is the fitted concentration of half-maximal effect; % of control where 0% means no effect; nearly all actives have a fitted effect of over 55% in size
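250 cells/well; 23 nL cpd via pin tool; 48 hr, 37 C, 5% CO2; Hoechst 40 min; imager read of total nuclear intensity, ex 405/em 500-530 nm.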
* marks the source's active call; other numbers are inactive results; ? = inconclusive; nt = not tested or not shown; [ ] = another dose, or the depositor's remark. Unless noted, calls come from the whole dose curve; as a rule, active = well fitted curve in the direction sought with a large enough effect; inconclusive = small, poorly fitted or top-dose-only effect, or another doubt; inactive = no such curve, though single readings can be large; an effect the other way counts as inactive or inconclusive. Outcome played no part in choosing rows. Share with any hit: about 11%.

SMILES	KB-3-1 tox	GLP1R cytotox	SW480 rerep	MCF10A rerep	DRD3 agonist	HT1080 IDH1KD tx	KB-V1 MDR tox	HT1080-NT tox	IL-1B inflam inh
C(=N\Nc1nc(-c2cccnc2)nc2ccccc12)/c1ccccc1	8%	0%	0%	11%	9	5%	-18%	-5%	nt
Cc1ccc(-c2cc(C(=O)O)c3cc(Br)ccc3n2)o1	-17%	-3%	-5%	?	-7	4%	?	1%	0
COc1ccc(N2CCN(C(=O)COC(=O)c3ccc(CSC)o3)CC2)cc1	?	3%	-16%	-3%	2	-4%	?	-2%	24
CC1(Oc2ccc(Cl)cc2)CCN(Cc2ccc(-c3ccccn3)cc2)C1 (stereo unspecified)	0%	-17%	nt	nt	-9	-16%	3%	-13%	16
NS(=O)(=O)c1ccc(NC(=O)c2cccc3ccccc23)cc1	0%	2%	-22%	3%	-1	-5%	-1%	3%	-15
CC(O/N=C/c1ccc(OC(F)F)cc1)C(=O)Nc1cccc(S(=O)(=O)N2CCOCC2)c1 (stereo unspecified)	-5%	-8%	-1%	3%	2	-8%	-12%	-5%	-7
Cc1cccc(C(=O)Nc2ccc(C(=O)c3ccccc3)cc2)c1	-10%	0%	?	?	-5	-6%	-18%	1%	-80*
O=C(Nc1ccc2c(c1)OCCO2)C(c1cc2ccccc2o1)N1CCN(C/C=C/c2ccccc2)CC1 (stereo unspecified)	0%	-5%	nt	nt	-6	?	0%	?	13
C[C@H]1CN([C@@H](C)CO)C(=O)CCCn2nncc2CO[C@H]1CN(C)S(=O)(=O)c1cccs1	-12%	3%	nt	nt	-9	-14%	-1%	20%	15
O=C(O)c1cc(NCc2cccs2)ccc1N1CCOCC1	-7%	1%	1%	4%	-3	-1%	-10%	-1%	-13
CNC(=O)C[C@H]1C(=O)N(c2ccccc2)C[C@@H]1Cc1ccccc1	-1%	-31%	nt	nt	2	8%	-23%	2%	-6
CCOC(=O)/C(C#N)=C/Nc1cc(C(C)(C)C)sc1C(C)=O	-11%	4%	?	12%	-9	2%	-3%	6%	11

Laid out differently: results already given
Values in the order – KB-3-1 tox	GLP1R cytotox	SW480 rerep	MCF10A rerep	DRD3 agonist	HT1080 IDH1KD tx	KB-V1 MDR tox	HT1080-NT tox	IL-1B inflam inh
- Cc1ccc(-c2cc(C(=O)O)c3cc(Br)ccc3n2)o1
 : -17%	-3%	-5%	?	-7	4%	?	1%	0
- COc1ccc(N2CCN(C(=O)COC(=O)c3ccc(CSC)o3)CC2)cc1
 : ?	3%	-16%	-3%	2	-4%	?	-2%	24
- CC1(Oc2ccc(Cl)cc2)CCN(Cc2ccc(-c3ccccn3)cc2)C1 (stereo unspecified)
 : 0%	-17%	nt	nt	-9	-16%	3%	-13%	16
- NS(=O)(=O)c1ccc(NC(=O)c2cccc3ccccc23)cc1
 : 0%	2%	-22%	3%	-1	-5%	-1%	3%	-15
- CC(O/N=C/c1ccc(OC(F)F)cc1)C(=O)Nc1cccc(S(=O)(=O)N2CCOCC2)c1 (stereo unspecified)
 : -5%	-8%	-1%	3%	2	-8%	-12%	-5%	-7
- Cc1cccc(C(=O)Nc2ccc(C(=O)c3ccccc3)cc2)c1
 : -10%	0%	?	?	-5	-6%	-18%	1%	-80*

Remaining list, next part
SMILES	KB-3-1 tox	GLP1R cytotox	SW480 rerep	MCF10A rerep	DRD3 agonist	HT1080 IDH1KD tx	KB-V1 MDR tox	HT1080-NT tox	IL-1B inflam inh
O=C(NCCSCc1ccccc1)c1ccc(F)cc1	4%	5%	-2%	3%	-10	8%	9%	4%	-3
O=C(NC(=S)Nc1ccc2c(c1)OCCO2)c1ccc(F)cc1Cl	0%	?	1%	14%	1	16%	3%	3%	?
C=CC[C@@H](CC(=O)N(CCO)Cc1ccccc1)C(=O)N[C@H](COC(=O)[C@@H](CC=C)Cc1ccc(F)cc1)C(C)(C)C	?	?	?	21%	-21	?	-6%	?	-83*
O=C(COC(=O)/C=C/c1ccc(Cl)cc1)NC(=O)NCc1ccccc1	3%	-4%	12%	?	4	?	-7%	?	-9
O=C(NCCCN1CCCC1)c1ccc(CSCc2cccc(Cl)c2)o1	-3%	-13%	?	-9%	-39	?	-15%	-28%	-18
COc1cc(-c2noc(-c3ccc(NCc4cccnc4)c([N+](=O)[O-])c3)n2)cc(OC)c1OC	-8%	1%	nt	nt	6	nt	26µM*	nt	nt
CCCCOc1ccc(C(=O)NN2C(=O)NC3(CCCCC3)C2=O)cc1OC	0%	-12%	3%	-1%	2	3%	-1%	9%	8
Cc1ccc(CN(c2ccc(C(=O)NCc3cccnc3)cc2)S(C)(=O)=O)cc1	-17%	1%	-2%	-11%	-4	-8%	2%	0%	15
CC(=O)Cn1ncc(N2CCOCC2)c(Br)c1=O	-9%	-12%	0%	6%	5	-5%	-8%	-1%	2
COc1ccc(-c2c(C(=O)c3ccccc3)[nH]c(N)c2C(=O)c2ccc(Br)cc2)cc1OC	?	-29%	nt	nt	-4	-14%	?	-24%	3
Cc1ccccc1NC(=O)CSc1nc(N2CCCCC2)nc(N2CCCCC2)n1	3%	5%	-1%	-2%	-4	5%	?	-3%	22
COc1ccc([N+](=O)[O-])cc1NC(=O)C(C)OC(=O)CN1C(=O)C2CC=CCC2C1=O (stereo unspecified)	1%	-12%	?	2%	-3	-9%	-18%	-11%	-63*
Cc1cccc(C)c1NC(=O)c1csc(COCCO)n1	0%	2%	nt	nt	-2	0%	5%	19%	9
CC(=O)Nc1cc(NC(C)=O)cc(C(=O)NCC2(N3CCOCC3)CCCCC2)c1	7%	-1%	-4%	1%	1	-11%	?	5%	10
COc1cc(CC(=O)OCC(=O)Nc2ccc([N+](=O)[O-])cc2)cc(OC)c1OC	9%	1%	-9%	-3%	-14	17%	3%	17%	44
CN(C)C(=O)CSc1nnc(CCN)o1	1%	-25%	2%	0%	12	5%	-8%	21%	17
Cc1cc(=O)nc2c3ccccc3n(CC(=O)NCCCN3CCOCC3)n12	-5%	-7%	4%	-2%	-13	-9%	10%	1%	27
CCN(CC(=O)NCC(=O)Nc1cccc(C)c1C)Cc1ccccc1	-2%	3%	1%	4%	0	3%	-19%	-2%	23
CC(C)CN(C(=O)COC(=O)c1ccc([N+](=O)[O-])s1)c1c(N)n(Cc2ccccc2)c(=O)[nH]c1=O	21µM*	7%	?	1%	2	0%	11%	-4%	9
COc1ccc(CN2CCC(C(=O)Nc3ccc(Oc4cccnc4)cc3)CC2)c(C)c1C	1%	-11%	-6%	21%	-6	0%	12%	-5%	16
CC(C)(C#N)Cc1cc(CC(C)(C)C#N)cc(C(C)(C)C)c1	14%	-22%	-1%	-1%	3	0%	12%	12%	23
CCCCC(=O)c1ccc(OC(=O)c2ccc([N+](=O)[O-])cc2)cc1	6%	10%	-5%	-6%	-12	9%	8%	6%	1
O=C(Nc1ccc(OC(F)(F)F)cc1)c1ccc2nc[nH]c2c1	-2%	-24%	5%	-2%	-2	3%	22%	4%	21
CCCc1cc(=O)[nH]c(SCC(=O)N(CC)Cc2ccccc2)n1	-2%	0%	1%	-2%	-8	1%	-10%	-4%	-19

Nothing new here: entries from further up.
SMILES	KB-3-1 tox	GLP1R cytotox	SW480 rerep	MCF10A rerep	DRD3 agonist	HT1080 IDH1KD tx	KB-V1 MDR tox	HT1080-NT tox	IL-1B inflam inh
O=C(Nc1ccc(OC(F)(F)F)cc1)c1ccc2nc[nH]c2c1	-2%	-24%	5%	-2%	-2	3%	22%	4%	21
CCCc1cc(=O)[nH]c(SCC(=O)N(CC)Cc2ccccc2)n1	-2%	0%	1%	-2%	-8	1%	-10%	-4%	-19

New compounds follow
SMILES	KB-3-1 tox	GLP1R cytotox	SW480 rerep	MCF10A rerep	DRD3 agonist	HT1080 IDH1KD tx	KB-V1 MDR tox	HT1080-NT tox	IL-1B inflam inh
COc1ccc(NC(=O)c2sc(Cl)nc2-c2ccccc2)cc1	?	2%[1.53 µM]	?	?	6	-6%	?	-5%	0
COC(=O)c1cc(S(=O)(=O)N2CCCCC2)ccc1N1CCOCC1	2%	-4%	-5%	-4%	5	1%	-19%	7%	7
CCc1nnc(NC(=O)CCS(=O)(=O)c2ccccc2)s1	-21%	-9%	18µM*	15µM*	-4	-10%	3%	-1%	4
CCOC(=O)c1sc(NC(=O)c2ccccc2OCC)nc1C	21%	-4%[7.66 µM]	-2%	-2%	11	23%	?	0%	18
CCOC(=O)N1CCN(CC(=O)Nc2nccs2)CC1	6%	-5%	nt	nt	0	8%	13%	16%	8
O=[N+]([O-])c1ccccc1N/N=C1\CC2CC=CC12 (stereo unspecified)	4%	0%	-5%	15%	1	-3%	?	-24%	16
Cc1ccc(-n2ncc(C(=O)NCc3ccc4c(c3)OCO4)c2C2CCN(C(=O)OC(C)(C)C)CC2)cc1C	6%	-2%	nt	nt	1	nt	-26%	nt	nt
CS(=O)(=O)N(CC(=O)NCc1ccncc1)Cc1ccc(Cl)cc1	4%	-3%	-2%	-13%	1	13%	?	6%	-10
O=C(CN1C(=O)NC2(CCCC2)C1=O)Nc1cc(S(=O)(=O)N2CCOCC2)ccc1OCC(F)(F)F	nt	3%	2%	1%	-25	-8%	nt	-5%	4
COCCOc1ccc(C(F)(F)F)cc1NC(=O)c1ccc(C)cc1	?	-5%	-2%	-4%	1	-11%	-28%	-6%	13
O=C(C/C=N\O)Nc1ccc(Oc2ccccc2)cc1	3%	-1%	17%	20%	-5	-3%	0%	-4%	14
CC(C)c1nc(C(N)=O)c2[nH]c(=O)n(-c3ccc(F)cc3)c2n1	0%	5%	6%	1%	6	2%	-7%	2%	6
CCOc1ccc(OCC)c(NC(=O)c2ccc(CNc3c(N4CCCC4)c(=O)c3=O)cc2)c1	-21%	0%	-1%	4%	13	1%	3%	21%	-24

Screens (PubChem BioAssay)
